SENP8 inh: SENP8 protease inhibitors, primary screen, biochemical, luminescence. Sentrin-specific protease 8 (Homo sapiens), Q96LD8. purified SENP8, Z-RLRGG-aminoluciferin cleavage. inhibition, % at 10 µM. hit rate 1.2% among 330,000. AID 2540, 2010
697 NFkB inh: inhibitors of PMA/ionomycin-induced NF-kB reporter, 697 cells, primary screen, B-cell NF-kB inhibitor project, cell-based, luminescence, uHTS. AID 435022, 2010. inhibition, % at 4 µM. 697 B-cell NF-kB luciferase reporter, 16 h. hit rate 0.33% among 330,000; in the data active = inhibition above about 35%
Apaf-1 inh: inhibitors of human Apaf-1 apoptosome, primary screen, biochemical, DEVD-Rh110 fluorescence, uHTS. reconstituted apoptosome caspase-3 activity. inhibition, % at 20 µM. hit rate 0.71% among 330,000. AID 489030, 2010; active = inhibition of at least 40% at 20 µM;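 also: plate controls were DMSO wells for no effect and DEVD-CHO caspase inhibitor wells for full effect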
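System – cell-free apoptosome with Apaf-1, procaspase-3 and caspase-9 · Buffer or medium – pH 7.5 Hepes buffer with CHAPS, BSA, DTT · Also added – cytochrome c with DEVD-Rh110 · Times – 30 min compound preincubation, 50 min activation, room temperature · Technique – Rh110 fluorescence intensity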
Jurkat NFkB inh: inhibitors of induced NF-kB luciferase reporter, primary screen, TCR NF-kB activation inhibitor project, cell-based, luminescence, uHTS; inhibition, % at 4 µM; hit rate 0.53% among 330,000; AID 435003, 2010; Jurkat, PMA/ionomycin-induced NF-kB luciferase reporter
UBC13 inh: UBC13 polyubiquitin chain formation inhibitors, primary screen, biochemical, TR-FRET, uHTS. Ubiquitin-conjugating enzyme E2 N (Homo sapiens), P61088. inhibition, % at 20 µM. hit rate 0.47% among 330,000. AID 485273, 2010; in the data active = inhibition above about 45%, passing the limit was not always enough
Target sequence (P61088 whole entry, looked up): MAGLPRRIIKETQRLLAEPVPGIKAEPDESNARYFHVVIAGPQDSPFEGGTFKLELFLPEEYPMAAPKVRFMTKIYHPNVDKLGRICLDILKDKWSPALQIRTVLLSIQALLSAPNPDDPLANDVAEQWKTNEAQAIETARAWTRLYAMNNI
Gli-Sufu antag: Gli-Sufu pathway antagonists, primary screen, luciferase luminescence, Sufu-KO-LIGHT cells, uHTS. inhibition, % at 5 µM. Sufu-KO-LIGHT fibroblasts, Gli luciferase reporter luminescence. hit rate 0.74% among 340,000;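 active = inhibition above about 55%, limit read from the data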;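 also: 0% = DMSO-treated cells and 100% = wells with medium but no cells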
HKDC1 inhibitor: HKDC1 hexokinase inhibitors, primary screen, biochemical, fluorescence, uHTS. recombinant HKDC1, G6PDH/diaphorase resazurin coupled fluorescence. inhibition, % at 20 µM. hit rate 0.16% among 340,000. AID 493160, 2011;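 active = inhibition above about 35% when tested at 20 µM, limit read from the data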;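 also: plate controls were DMSO wells with enzyme for no effect and DMSO wells lacking enzyme for full effect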
Target sequence (Q2TB90 whole entry, looked up): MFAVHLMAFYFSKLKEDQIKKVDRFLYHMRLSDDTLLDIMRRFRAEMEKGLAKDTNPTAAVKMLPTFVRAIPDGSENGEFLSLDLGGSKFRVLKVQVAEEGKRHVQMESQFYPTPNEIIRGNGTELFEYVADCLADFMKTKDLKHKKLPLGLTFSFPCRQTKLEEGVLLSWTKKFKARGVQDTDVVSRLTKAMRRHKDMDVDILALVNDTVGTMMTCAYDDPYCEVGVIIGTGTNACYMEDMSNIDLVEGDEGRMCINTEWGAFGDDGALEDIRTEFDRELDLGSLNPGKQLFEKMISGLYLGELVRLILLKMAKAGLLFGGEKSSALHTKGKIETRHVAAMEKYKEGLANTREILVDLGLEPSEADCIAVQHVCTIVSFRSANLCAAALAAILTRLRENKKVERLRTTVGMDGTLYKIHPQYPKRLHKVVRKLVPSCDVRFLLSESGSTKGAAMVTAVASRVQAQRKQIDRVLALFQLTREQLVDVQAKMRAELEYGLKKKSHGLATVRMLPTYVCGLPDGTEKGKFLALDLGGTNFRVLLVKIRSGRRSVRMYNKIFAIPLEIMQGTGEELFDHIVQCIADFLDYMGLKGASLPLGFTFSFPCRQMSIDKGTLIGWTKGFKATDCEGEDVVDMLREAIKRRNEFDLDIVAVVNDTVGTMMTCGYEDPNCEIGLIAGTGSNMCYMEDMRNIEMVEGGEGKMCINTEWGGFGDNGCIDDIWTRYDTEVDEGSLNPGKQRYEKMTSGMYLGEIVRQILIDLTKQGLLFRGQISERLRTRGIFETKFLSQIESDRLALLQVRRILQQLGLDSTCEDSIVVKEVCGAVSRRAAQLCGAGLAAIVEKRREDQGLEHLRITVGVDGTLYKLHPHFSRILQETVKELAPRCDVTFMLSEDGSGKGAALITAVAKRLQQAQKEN
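Assay system: recombinant HKDC1 hexokinase; detection: coupled resazurin fluorescence, excitation 525 nm, emission 613 nm; benchmarks: DMSO-plus-enzyme-mix negative control, buffer-substituted positive control; compound dosing: single 20 µM dose; schedule: 90 min at room temperature in dark; also added: glucose plus 1 mM ATP as hexokinase substrates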
SENP7 block: SENP7 protease inhibitors, primary screen, biochemical, luminescence, uHTS; Sentrin-specific protease 7 (Homo sapiens), Q9BQF6; recombinant SENP7, Z-RLRGG-aminoluciferin luminescence, 40 min; inhibition, % at 5 µM; hit rate 1.5% among 330,000;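 active = inhibition above about 50% at the single test dose, limit read from the data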;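 also: plate controls were DMSO with enzyme for no effect and no enzyme buffer wells for full effect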
* hit, by the source's call; x = no result given. Rule as the data show it, unless noted: active = inhibition above about 50%; inactive = the rest.

SMILES	SENP8 inh	697 NFkB inh	Apaf-1 inh	Jurkat NFkB inh	UBC13 inh	Gli-Sufu antag	HKDC1 inhibitor	SENP7 block
COc1ccc(N2CC(C(=O)OCC(=O)c3cccc(OC)c3)CC2=O)cc1 (centres undefined)	-2	5	-5	1	-2	5	-4	0
N#CC1(c2ccccc2)CCC(NCCc2ccccc2)CC1 (centres undefined)	-14	-11	29	2	0	14	-3	-10
CC(=O)c1cn(CC(=O)NCC2CCCO2)c2ccccc12 (centres undefined)	-9	-37	2	-12	7	3	-5	-12
NC(=O)c1cc(C(N)=O)nc(Cl)n1	10	4	-5	-14	0	6	-3	6
Cc1ccc(C)c(NC(=O)C2C3C=CC(O3)C2C(=O)O)c1 (centres undefined)	9	6	-6	1	4	2	-1	-1
COc1ccc(CCC(=O)NCc2ccccc2OC)cc1	-10	-9	4	-2	-9	x	-2	-3
Cc1nc(NC(=O)/C=C/c2ccccc2)sc1C(=O)N(C)C	-4	-14	0	-16	5	-31	-8	3
O=C(CCCc1ccccc1)Nc1ccccc1[N+](=O)[O-]	-11	-14	-8	-38	8	4	-4	-8
O=C1N/C(=N/N=C/c2ccco2)SC1Cc1ccccc1 (centres undefined)	-11	-2	10	9	-15	1	-10	-7
COc1cc(C2CC(=O)N3CN(Cc4ccccc4)CSC3=C2C#N)ccc1OCc1ccccc1 (centres undefined)	5	11	31	18	-26	-12	19	-1
Cc1ccc(C)c(NC(=O)CCCCCCCCCCC2COCCO2)c1 (centres undefined)	2	-18	8	-5	0	-2	-8	2
CN(C)C(=O)c1ccc(NC(=O)COC(=O)Cn2cc(C(F)(F)F)ccc2=O)cc1	3	-5	-5	17	-5	-5	-6	4
Oc1c(Br)cc(Cl)cc1C=Nc1ccc(N2CCOCC2)cc1	4	-12	25	-9	-18	4	9	-7
O=C(CSc1ccc2ccccc2c1)N1CCN(c2ccc(O)cc2)CC1	-2	-6	-8	-18	3	24	-4	10
CN1C2CCC1CC(NC(=O)CSc1ccc(Cl)cc1)C2 (centres undefined)	-4	-15	-4	-31	18	10	-4	12
CCN(CC)S(=O)(=O)c1ccc(N2CCOCC2)c(NC(=O)c2ccco2)c1	11	15	-3	7	6	8	-2	-5
NC1=NC(=Nc2ccc(Br)cc2)c2ccccc21	3	6	-9	7	-5	-1	8	3
COc1cccc(CN2CCNC(=O)C2CC(=O)NCCCn2ccnc2)c1 (centres undefined)	-5	5	7	-1	2	-5	-6	-2
CC(C)CC1NC(=O)N(CC(=O)Nc2ccccc2-c2ccccc2)C1=O (centres undefined)	-6	-20	12	-16	-19	-3	-2	-4
Cn1c(=O)[nH]c(=O)c2c1nc(Br)n2Cc1ccccc1F	13	8	-1	4	8	7	3	6
CCN(CC)S(=O)(=O)c1ccc(NC(=O)c2cnccn2)cc1	-8	3	-1	3	-2	-6	-7	-4
Cc1ccc(CN(CC(=O)N/N=C/c2ccco2)S(=O)(=O)c2ccc(C)cc2)cc1	1	15	15	7	4	3	0	-2
NS(=O)(=O)c1cccc(NC(=O)CN2CCCc3ccccc32)c1	3	21	-12	5	2	-1	4	4
COc1ccc(C(=O)c2cccc(C(=O)c3ccc(OC)c(C)c3)c2)cc1C	-2	12	7	7	12	13	5	1
Cc1cc2[nH]c(=O)c(=O)[nH]c2cc1S(=O)(=O)Nc1cccc(F)c1	-3	-16	10	6	-6	12	4	-2
CCN(CC)S(=O)(=O)c1ccc(C)c(NC(=S)NNC(=O)C2CC2)c1	-5	15	-1	6	0	-4	14	-5
Cc1oc(-c2cccs2)nc1CNC[C@H]1O[C@@H](n2cnc3c(N)ncnc32)[C@H](O)[C@@H]1O	4	4	-7	-7	7	4	-2	0
CC(C)(C)CN1CCC(n2nccc2NC(=O)c2ccccc2Cl)CC1	13	20	7	3	0	9	-4	2
C/C(=N\Nc1ccc(S(=O)(=O)N2CCCCC2)cn1)c1ccc(O)cc1	-3	-26	6	-18	-8	10	-1	-13
O=C1N=C(N2CCc3ccccc3C2)S/C1=C\c1ccc(O)cc1	-11	8	11	-3	-12	-14	7	-10

13 compounds out of the list, arranged by length of the SMILES, highest first:
SMILES	SENP8 inh	697 NFkB inh	Apaf-1 inh	Jurkat NFkB inh	UBC13 inh	Gli-Sufu antag	HKDC1 inhibitor	SENP7 block
Cc1oc(-c2cccs2)nc1CNC[C@H]1O[C@@H](n2cnc3c(N)ncnc32)[C@H](O)[C@@H]1O	4	4	-7	-7	7	4	-2	0
Cc1ccc(CN(CC(=O)N/N=C/c2ccco2)S(=O)(=O)c2ccc(C)cc2)cc1	1	15	15	7	4	3	0	-2
Cc1cc2[nH]c(=O)c(=O)[nH]c2cc1S(=O)(=O)Nc1cccc(F)c1	-3	-16	10	6	-6	12	4	-2
CCN(CC)S(=O)(=O)c1ccc(N2CCOCC2)c(NC(=O)c2ccco2)c1	11	15	-3	7	6	8	-2	-5
COc1ccc(C(=O)c2cccc(C(=O)c3ccc(OC)c(C)c3)c2)cc1C	-2	12	7	7	12	13	5	1
C/C(=N\Nc1ccc(S(=O)(=O)N2CCCCC2)cn1)c1ccc(O)cc1	-3	-26	6	-18	-8	10	-1	-13
CC(C)CC1NC(=O)N(CC(=O)Nc2ccccc2-c2ccccc2)C1=O (centres undefined)	-6	-20	12	-16	-19	-3	-2	-4
O=C(CSc1ccc2ccccc2c1)N1CCN(c2ccc(O)cc2)CC1	-2	-6	-8	-18	3	24	-4	10
NS(=O)(=O)c1cccc(NC(=O)CN2CCCc3ccccc32)c1	3	21	-12	5	2	-1	4	4
CCN(CC)S(=O)(=O)c1ccc(NC(=O)c2cnccn2)cc1	-8	3	-1	3	-2	-6	-7	-4
Cn1c(=O)[nH]c(=O)c2c1nc(Br)n2Cc1ccccc1F	13	8	-1	4	8	7	3	6
CN1C2CCC1CC(NC(=O)CSc1ccc(Cl)cc1)C2 (centres undefined)	-4	-15	-4	-31	18	10	-4	12
NC1=NC(=Nc2ccc(Br)cc2)c2ccccc21	3	6	-9	7	-5	-1	8	3

The listing picks up, starting 2 compounds before the break.
SMILES	SENP8 inh	697 NFkB inh	Apaf-1 inh	Jurkat NFkB inh	UBC13 inh	Gli-Sufu antag	HKDC1 inhibitor	SENP7 block
C/C(=N\Nc1ccc(S(=O)(=O)N2CCCCC2)cn1)c1ccc(O)cc1	-3	-26	6	-18	-8	10	-1	-13
O=C1N=C(N2CCc3ccccc3C2)S/C1=C\c1ccc(O)cc1	-11	8	11	-3	-12	-14	7	-10
Cc1noc(C)c1COc1ccc(C(=O)OCC(=O)N2CC(=O)Nc3ccccc32)cc1	1	18	-9	-2	-5	4	-9	5
C/C(=N/Nc1ccccc1C(=O)O)c1cccs1	8	-77	-8	4	-8	7	-4	-4
CN1CCc2c(C#N)c(N3CCCCC3)nc(N3CCOCC3)c2C1	4	16	-6	9	8	4	-6	6
CCCCNS(=O)(=O)c1ccc2nc(-c3cccnc3)cc(C(=O)NCCOC)c2c1	-4	9	-13	0	-13	8	-2	5
Cc1cc(-c2nnnn2-c2ccc(C(F)(F)F)cc2)no1	-2	23	-5	4	6	4	1	-3
CC(C)Cn1c(-c2csc(C(C)C)c2)n[nH]c1=S	-3	-35	8	-21	-2	49	-4	-9
CCN1CCCC1CNC(=O)Cn1nc(C)n2c(cc3cc(F)ccc32)c1=O (centres undefined)	-11	-16	-4	-8	-21	-30	-4	-14
CN=C1c2cc3c(Br)c(OC)ccc3n2CCN1C	-11	3	-7	5	-7	10	6	-3
CCCCN1CC(=O)N2[C@H]3c4cc(C)ccc4OC[C@@H]3[C@H](C(=O)OCC)[C@]2(C)C1=O	-6	-1	5	1	-5	-8	-4	-3
CCc1ccccc1NC1c2ccccc2C(=O)N1Cc1ccco1 (centres undefined)	1	13	8	14	2	-23	4	3
C/C=C/C(=O)Nc1ccccc1Br	-4	6	-8	-3	5	-1	-10	0
C=CCn1c(COc2ccccc2)nnc1SC(C)C(=O)N/N=C/c1cc(Cl)ccc1O (centres undefined)	-9	17	11	16	-20	10	-32	-9
O=C(CNS(=O)(=O)c1ccc(Br)cc1)Nc1ccc2c(c1)OCCO2	-8	11	-11	-3	-7	-7	3	12
O=C(c1ccco1)N1CCN(S(=O)(=O)c2ccc(Cl)cc2)CC1	9	7	-10	-2	1	-13	-3	-2
CN1CCN(S(=O)(=O)c2cccc(S(=O)(=O)c3ccc(Cl)c(Cl)c3)c2)CC1	-14	13	1	5	6	7	3	-3
CCCn1c(SCC(=O)Nc2ccc(NC(=O)CC)cc2)nc2c1c(=O)n(C)c(=O)n2C	-7	-3	9	0	-3	4	-7	-4
O=C(Nc1cccc(Cl)c1)C1C2C=CC3(O2)C1C(=O)N(CCCN1CCCCC1)C3C(=O)NC1CCCCC1 (centres undefined)	-2	-6	10	-5	-1	2	-6	9
CCOC(=O)N1CCN(CCC(=O)Nc2cccc(Cl)c2C)CC1	-9	-4	0	11	-1	-4	-2	-1
Nc1nc(-c2ccccc2)nn1C(=O)Cc1ccccc1	-2	-1	17	-4	2	4	-2	8
CC(C)CCn1c(O)c(N=NC(=O)c2ccco2)c2ccccc21	1	6	22	-11	-13	5	-7	3
Cc1ccccc1N(CC(=O)N/N=C/c1cc(C)n(-c2ccccc2C)c1C)S(C)(=O)=O	-7	-32	31	-3	-14	-3	2	-14
CC1CN(C(=O)COC(=O)Cc2c(Cl)cccc2Cl)CC(C)O1 (centres undefined)	1	6	-8	7	13	-6	4	-5
COc1ccc2c(c1OC)C(=O)OC2c1c(O)nc(SC)n(-c2ccccc2)c1=O (centres undefined)	-4	9	3	2	-10	8	-3	-5
CSc1ncccc1C(=O)OCC(=O)Nc1ccc2c(c1)OCO2	1	-12	5	-9	-2	3	-3	6
CCOC(=O)c1cnc2c(cnn2C)c1Cl	-3	12	-7	-3	15	0	2	-5
CCOC(=O)C1=CN(Cc2ccc(Br)cc2)S(=O)(=O)NC1C (centres undefined)	x	3	14	x	x	24	4	12
CN(C)CCCNc1ccc(S(N)(=O)=O)cc1[N+](=O)[O-]	-5	9	0	1	-29	-4	-9	4
Cc1ccc2[nH]cc(C(=O)CN3CCN(C)CC3)c2c1	-5	-5	-5	-4	0	11	-1	6
CC1=C(C(N)=O)C(c2ccccn2)n2nc(SCc3ccccc3)nc2N1 (centres undefined)	0	11	12	-3	1	-1	-2	-6
Cc1ccc(O)c(C(=O)c2cc(C#N)c(=O)n(CC3CCCO3)c2)c1 (centres undefined)	-1	-20	6	-10	-11	5	-5	6
CC(=O)c1ccc(NC(=O)CNC2CCCCC2)cc1	-15	-28	12	-23	3	16	-2	-10
O=C(N[C@@H]1C/C=C\C[C@@H](CC(=O)N(CCO)Cc2ccccc2)C(=O)NCCOC1=O)OCC1c2ccccc2-c2ccccc21	-16	-2	31	-14	13	52	-3	-4
O=[N+]([O-])c1ccccc1CCc1cnc(Cl)s1	-12	-9	1	-7	7	-1	2	-10

Not a hit list; about 3.6% have a hit in one of these screens.
